BAZ2B block: blocks human BAZ2B. 360,000 tested, 4.4% active. Potency, µM (top dose mostly 114 µM), for the others: at the top dose activity change, negative = inhibition, actives largely listed as inhibitors. AlphaScreen BAZ2B-H3K14Ac peptide displacement; further: potency means the concentration at half of the fitted maximal effect; on the % scale 0 is the no-effect control and ±100 the full control effect; nearly all actives have a fitted effect of over 60% in size
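AlphaScreen luminescence quantifies BAZ2B engagement of H3K14Ac peptide; the protein and biotinylated peptide are both at 50 nM final, buffer PBS pH 7.4 with 0.01% Tween-20, all steps at room temperature.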
Pin1 inhibitor: blocks the human prolyl isomerase Pin1. Q13526. Pin1 FP peptide displacement, HiFluor488, 10 min. Potency, µM (highest dose often 115 µM), inactives show at the highest dose activity, negative = inhibition, actives largely listed as inhibitors. 390,000 tested, 0.009% active. AID 504891; active means well fitted inhibition curve with a large enough effect in the polarisation, with a control signal flat, not every such curve was filed as active; inconclusive means small, poorly fitted or top-dose-only effect, or effect the other way, or a change in a side signal; inactive means no such curve, though single readings can be large or run the other way; the % refers to the polarisation; further: potency means the concentration at half of the fitted maximal effect; on the % scale 0 is the no-effect control and ±100 the full control effect
GLS inh: inhibitors of human glutaminase (GLS) | AID 624170 | 410,000 tested, 0.21% active | GLS enzymatic activity, qHTS titration | Potency, µM (titrated, usually from 45.5 µM), without a hit: at the highest dose activity change, negative = inhibition, hits mostly inhibitors | O94925; further: potency means the concentration at half of the fitted maximal effect; on the % scale 0 is the no-effect control and ±100 the full control effect
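Glutamate formation by hKGA was monitored fluorometrically using coupled glutamate oxidase, HRP and Amplex Red. Substrate was added as 1 mM L-glutamine solution; incubation was 30 min at RT after an initial read.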
HP1b chromo inh: HP1-beta chromodomain-methylated histone interaction inhibition; P83916; AlphaScreen HP1-beta / biotin-H3K9me3 peptide binding; 390,000 tested, 0.56% active; Potency, µM (series often up to 114 µM), inactives show at the top dose activity change, negative = inhibition, hits mostly inhibitors; further: potency means the concentration at half of the fitted maximal effect; nearly all actives have a fitted effect of over 70% in size; inactives centre near 23
Target sequence (P83916 whole entry, looked up): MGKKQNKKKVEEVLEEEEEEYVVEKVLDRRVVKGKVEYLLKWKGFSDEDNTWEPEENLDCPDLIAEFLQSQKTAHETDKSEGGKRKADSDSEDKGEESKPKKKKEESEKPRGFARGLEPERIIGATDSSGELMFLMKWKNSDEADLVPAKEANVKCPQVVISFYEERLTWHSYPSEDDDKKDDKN
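HP1-beta protein (50 nM final) preincubated 30 min at room temperature with biotinylated H3(1-18)K9me3 peptide (50 nM) in PBS pH 7.4, 0.01% Tween-20, then compound added for 30 min. AlphaScreen streptavidin donor/nickel chelate acceptor beads (10 ug/mL final), 30 min dark, luminescence read.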
JMJD2A Tudor inh: JMJD2A Tudor domain (human) inhibition. O75164. AlphaScreen JMJD2A-Tudor / H3K4me3 peptide binding. Potency, µM (top dose mostly 114 µM), for the others: at the top dose activity change, negative = inhibition, most hits filed as inhibitors. 390,000 tested, 4.4% active; further: potency means the concentration at half of the fitted maximal effect; on the % scale 0 is the no-effect control and ±100 the full control effect; nearly all actives have a fitted effect of over 50% in size
ERG-DNA inh: blocks human ERG Ets domain binding to DNA; P11308; 370,000 tested, 0.028% active; Potency, µM (highest dose often 76.9 µM), without a hit: top-dose FP activity, negative = inhibition, most hits filed as inhibitors; fluorescence polarization, His-ERG Ets domain / labelled DNA; active means well fitted inhibition curve with a large enough effect in the polarisation, with a control signal flat; inconclusive means small, poorly fitted or top-dose-only effect, or effect the other way, or a change in a side signal; inactive means no such curve, though single readings can be large or run the other way; the % refers to the polarisation;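 further: polarization taken with two DNA probes labelled with fluorescein and Texas red; potency means the concentration at half of the fitted maximal effect; % of control where 0% means no effect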
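His-tagged ERG Ets domain (1 uM in the protein solution; 300mM KCl, 50mM Tris-HCl, 1mM EDTA, 1mM DTT, pH 7.5) received compound, then a probe mix of 5 nM fluorescein-DNA and 100nM Texas-615-DNA. Fluorescence polarization was read for both dyes.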
G9a block: G9a (human) methyltransferase inhibition | G9a H3K9 monomethylation, AlphaScreen, 2 h | 350,000 tested, 8.8% active | Potency, µM (doses to about 102 µM), without a hit: top-dose activity, negative = inhibition, actives largely listed as inhibitors | AID 504332 | Q96KQ7; further: potency means the concentration at half of the fitted maximal effect; on the % scale 0 is the no-effect control and ±100 the full control effect; nearly all actives have a fitted effect of over 75% in size
Target sequence (Q96KQ7 913-1193 limits assumed): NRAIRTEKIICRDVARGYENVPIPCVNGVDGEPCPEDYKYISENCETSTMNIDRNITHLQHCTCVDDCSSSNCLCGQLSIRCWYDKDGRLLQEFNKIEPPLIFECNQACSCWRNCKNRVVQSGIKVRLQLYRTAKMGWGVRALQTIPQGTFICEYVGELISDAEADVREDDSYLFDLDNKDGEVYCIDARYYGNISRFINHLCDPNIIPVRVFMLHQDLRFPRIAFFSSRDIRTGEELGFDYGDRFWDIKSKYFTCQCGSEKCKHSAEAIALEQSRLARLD
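Quantitative HTS format: methyltransferase activity on a biotin-tagged H3K9 peptide is measured by AlphaScreen, using a rabbit anti-monomethyl-H3K9 antibody with streptavidin donor and anti-IgG acceptor beads. Final levels are 20 nM enzyme, 500 nM peptide, 20 uM SAM; 2 h RT.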
PI4K2A block: blocks human PI4K2A kinase activity; 420,000 tested, 0.13% active; purified PI4K2A, ADP-Glo luminescence, 1 h; active compounds read low; activity change, negative = inhibition, % at 76.9 µM; in the data active means activity change below about -50%; inconclusive means mostly about -30% to -49%;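 further: -100% = wells without enzyme as full effect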
Target sequence (Q9BTU6 whole entry, looked up): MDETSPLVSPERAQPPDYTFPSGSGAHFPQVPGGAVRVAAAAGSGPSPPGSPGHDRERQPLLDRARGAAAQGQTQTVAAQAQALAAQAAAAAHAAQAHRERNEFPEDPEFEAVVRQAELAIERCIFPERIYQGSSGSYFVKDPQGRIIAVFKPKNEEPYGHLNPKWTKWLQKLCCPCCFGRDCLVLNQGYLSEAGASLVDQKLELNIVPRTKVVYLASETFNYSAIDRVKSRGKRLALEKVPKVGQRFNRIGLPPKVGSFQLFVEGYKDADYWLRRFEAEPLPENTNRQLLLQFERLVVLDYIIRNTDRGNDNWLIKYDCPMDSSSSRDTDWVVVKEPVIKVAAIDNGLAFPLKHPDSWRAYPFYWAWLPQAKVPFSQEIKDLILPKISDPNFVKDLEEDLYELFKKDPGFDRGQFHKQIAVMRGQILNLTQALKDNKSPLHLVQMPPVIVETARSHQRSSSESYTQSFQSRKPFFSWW
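PI4K2A activity was measured by ADP-Glo luminescence: enzyme (4 ug/mL stock) and phosphatidylinositol (1.2 mM stock) in Tris pH 7.5/MgCl2/EGTA/Triton X-100 buffer were reacted with ATP (300 microM stock) for one hour at ambient temperature.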
PGK inhibitor: blocks T. brucei phosphoglycerate kinase; P07378; PGK/GAPDH coupled, Kinase-Glo luminescence, 60 min; Potency, µM (titrated, usually from 57.5 µM), for inactives: at the highest dose activity change, negative = inhibition, most hits filed as inhibitors; 380,000 tested, 0.043% active; further: potency means the concentration at half of the fitted maximal effect; on the % scale 0 is the no-effect control and ±100 the full control effect; nearly all actives have a fitted effect of over 60% in size
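Recombinant glycosomal PGK reaction used 1,3-bisphosphoglycerate generated in-well by GAPDH (100nM final) in 100mM TEA pH 7.6, 5mM MgCl2, 0.01% Tween-20. After 60 minutes at room temperature, ATP was read by Kinase-Glo Plus luminescence end-point.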
* hit, by the source's call; i = inactive; ? = inconclusive; . = no result given; & = joins results of further samples; [ ] = remark or other dose. Unless noted, the call rests on the fitted dose curve; in most records, active means well fitted curve in the direction sought with a large enough effect; inconclusive means small, poorly fitted or top-dose-only effect, or another doubt; inactive means no such curve, though single readings can be large; an effect the other way counts as inactive or inconclusive.

item	PI4K2A block	BAZ2B block	GLS inh	PGK inhibitor	JMJD2A Tudor inh	G9a block	HP1b chromo inh	ERG-DNA inh	Pin1 inhibitor	canonical_smiles
1	-10	6%	-11%	-5%	-7%	3%[59 µM]	22%	4%	15%	O=C(Nc1cccc(C(F)(F)F)c1)Nc1ccc2snnc2c1
2	0&-3	.	-4%	i	-11%	13%[21.5 µM]	39%	7%	2%	CCOC(=O)c1ccc(OC(=O)CCCCCN=C(N)N)cc1
3	0	4%	19%	-4%	-15%	-22%	7%	-7%	2%	COC(=O)COc1ccc(/C=C2/NC(=O)N(CC(=O)OC)C2=O)cc1
4	0	10%	8%	3%	-20%	-6%[12.7 µM]	33%	-2%	1%	CN(C)C(CNC(=O)c1cccc(S(=O)(=O)Nc2ccccc2Cl)c1)c1ccco1 (stereo unspecified)
5	-3	2%	0%	-8%	0%	-5%[12.7 µM]	34%	-2%	-7%	Cc1cc2nc(Cl)c(Cl)nc2cc1C
6	4	.	-6%	-1%	1%	-4%	37%[activator]	-13%	0%	COc1ccccc1N(C)S(=O)(=O)c1ccc(C(=O)O)cc1
7	-2	.	-7%	-8%	-3%	.	40%[activator]	1%	7%	CC(=O)Nc1ccc(NC(=O)CS(=O)(=O)c2cn(CC(=O)N3CCCCC3)c3ccccc23)cc1
8	3&-1	2%&-15%	-1%&4%	0%	-1%&-18%	-2%[12.7 µM]	23%&36%	-4%&-1%	-7%&0%	CCOC(=O)Cn1nc(C)c(NC(=O)COc2ccc(OC)cc2)c1C
9	3	-29%	-7%	0%	-23%[57.1 µM]	?	12%	15%	30%[activator]	CC(NC(=O)CCc1nnc(-c2ccc(-c3ccccc3)cc2)o1)c1nc2ccccc2[nH]1 (stereo unspecified)
10	-4	-24%	5%	-4%	0%	-2%[59 µM]	4%	-7%	8%	O=C(NCCC1=CCCCC1)c1ccc(Cl)c([N+](=O)[O-])c1
11	1	-28%	3%	-6%	-23%	-13%	5%	-2%	-6%	CCN(CC(=O)Nc1ccc2c(c1)OCCO2)C(=O)c1ccc(C(F)(F)F)cc1
12	1	-1%	-6%	-4%	5%	9%	56%[activator]	-1%	4%	CC1CC(C)CN(S(=O)(=O)c2cccc3cccnc23)C1 (stereo unspecified)
13	0	4%	1%	-4%	-13%	8%	20%	-2%	-3%	CCn1c2c(c(=N)c3c1CCC3)CCCC2
14	-2	77%[activator]	1%	i[11.5 µM]	11%	16%[59 µM]	55%[activator]	.	0%	O=C(OCc1ccc(Cl)cc1Cl)c1ccncc1
15	2	1%	10%	1%	-24%	-39%	8%	10%	-4%	COc1ccc(CCNC(=O)COc2ccc(N(C)S(=O)(=O)c3ccc(C)cc3)cc2)cc1OC
16	-3	6%	-3%	-9%	-7%	7%[59 µM]	49%[activator]	7%	10%	Cc1cc(OCCCC(=O)NCCN2C(=O)S/C(=C\c3cccnc3)C2=O)ccc1Cl
17	-1	19%	2%	-1%	-12%	2%[59 µM]	34%	-1%	-3%	CC(=O)Nc1sc2c(c1C#N)CCCCC2
18	-26	28µM*	26%	?	50µM*	?	?	-7%	?	O=C(O)c1ccc(N=N/C(=N\Nc2ccc(C(=O)O)cc2)c2ccccc2)cc1
19	2	0%	0%	i	-16%	?	-6%	4%	9%	CCOc1ccc(S(=O)(=O)N2CCOCC2)cc1NC(=O)CSC(=S)N1CCCC1
20	3	-27%	-13%	-2%	5%	-1%	39%	0%	0%	O=C(OCCCN=C1NS(=O)(=O)c2ccccc21)c1cccs1

Rewritten screen by screen: entries from further up.
2	CCOC(=O)c1ccc(OC(=O)CCCCCN=C(N)N)cc1
3	COC(=O)COc1ccc(/C=C2/NC(=O)N(CC(=O)OC)C2=O)cc1
4	CN(C)C(CNC(=O)c1cccc(S(=O)(=O)Nc2ccccc2Cl)c1)c1ccco1 (stereo unspecified)
5	Cc1cc2nc(Cl)c(Cl)nc2cc1C
6	COc1ccccc1N(C)S(=O)(=O)c1ccc(C(=O)O)cc1
7	CC(=O)Nc1ccc(NC(=O)CS(=O)(=O)c2cn(CC(=O)N3CCCCC3)c3ccccc23)cc1
8	CCOC(=O)Cn1nc(C)c(NC(=O)COc2ccc(OC)cc2)c1C
9	CC(NC(=O)CCc1nnc(-c2ccc(-c3ccccc3)cc2)o1)c1nc2ccccc2[nH]1 (stereo unspecified)
10	O=C(NCCC1=CCCCC1)c1ccc(Cl)c([N+](=O)[O-])c1
Compound,2,3,4,5,6,7,8,9,10
PI4K2A block,0&-3,0,0,-3,4,-2,3&-1,3,-4
BAZ2B block,.,4%,10%,2%,.,.,2%&-15%,-29%,-24%
GLS inh,-4%,19%,8%,0%,-6%,-7%,-1%&4%,-7%,5%
PGK inhibitor,i,-4%,3%,-8%,-1%,-8%,0%,0%,-4%
JMJD2A Tudor inh,-11%,-15%,-20%,0%,1%,-3%,-1%&-18%,-23%[57.1 µM],0%
G9a block,13%[21.5 µM],-22%,-6%[12.7 µM],-5%[12.7 µM],-4%,.,-2%[12.7 µM],?,-2%[59 µM]
HP1b chromo inh,39%,7%,33%,34%,37%[activator],40%[activator],23%&36%,12%,4%
ERG-DNA inh,7%,-7%,-2%,-2%,-13%,1%,-4%&-1%,15%,-7%
Pin1 inhibitor,2%,2%,1%,-7%,0%,7%,-7%&0%,30%[activator],8%

Additional records.
item	PI4K2A block	BAZ2B block	GLS inh	PGK inhibitor	JMJD2A Tudor inh	G9a block	HP1b chromo inh	ERG-DNA inh	Pin1 inhibitor	canonical_smiles
21	0	?	17%	-5%	?	-6%[59 µM]	?	-6%	1%	Oc1ccc(N=Nc2n[nH]c(-c3ccc(Cl)cc3)n2)cc1
22	0	1%	-1%	1%	-14%	15%	63%[activator]	-11%	8%	Cc1oc2c(c(C)cc3oc(=O)c(CC(=O)NCCC(=O)O)c(C)c32)c1C
23	0	0%	9%	3%	-17%	11µM*	-26%	-5%	-2%	CCOC(=O)c1ccc(NS(=O)(=O)c2ccc3[nH]c(=O)[nH]c3c2)cc1
24	-14	5%	0%	i	-17%	4%[59 µM]	-3%	5%	-11%	O=C(CN1C(=O)CCS(=O)(=O)c2ccccc21)Nc1cccc(F)c1
25	-7	41%[activator]	6%	-4%	7%	4%[59 µM]	27%	1%	20%	CCCNCC(O)Cn1c2ccccc2n2c(=O)cc(C)c(C#N)c12 (stereo unspecified)
26	1	-15%	-3%	-3%	2%	5%	48%[activator]	4%	-1%	O=C(NCC(O)c1ccc2ccccc2c1)c1c(F)cccc1F (stereo unspecified)
27	-7	35%[activator]	2%	-9%	23%	54%[activator]	60%[activator]	5%	-3%	O=C1CCCc2nc(N3CCc4ccccc43)ncc21
28	1	-24%	9%	i	2%[57.1 µM]	?	33%	10%	-4%	COC(=O)c1ccc(C2/C(=C(\O)c3cccc(OC)c3)C(=O)C(=O)N2CCCN(C)C)cc1 (stereo unspecified)
29	-3	7%	-6%	-8%	-10%	29%[59 µM]	78%[activator]	5%	13%	CCc1ccc(CNC(=O)c2ccc3nc(SCc4ccc(F)cc4)n(C)c3c2)cc1
30	-5	-3%	2%	5%	-11%	-31%[59 µM]	28%	8%	?	CCO[C@@H]1OC(C(=O)NCc2ccccc2)=C[C@H](c2ccc(C(F)(F)F)cc2)[C@H]1CCCO
31	3	?	-2%	-3%	-25%	3%	56%[activator]	1%	0%	Cc1oc(-c2ccccc2F)nc1CSCC(=O)NC1CCCC1
32	-6	-38%	1%	-5%	-21%	-6%[59 µM]	36%	0%	-2%	O=C(Oc1cccnc1)c1ccco1
33	1	-19%	-9%	i	-2%	-13%	30%	11%	-9%	COc1cc(C(=O)NC(CCSC)C(=O)OCC(=O)C(C)(C)C)cc(OC)c1OC (stereo unspecified)
34	5	3%	7%	-7%	-26%	?	11%	.	2%	Cc1ccc(S(=O)(=O)N(C)C)cc1NC(=O)CN1C(=O)NC2(CCCc3ccccc32)C1=O (stereo unspecified)
35	-13	?	0%	-4%	-34%	-12%[59 µM]	-11%	10%	-2%	CCc1ccc(NC(=O)CSc2nc3ccccc3c(=O)n2CCCN2CCC(C)CC2)cc1
36	2	-2%	17%	-2%	-6%	?	39%[activator]	-8%	-8%	CCOc1ccc(-c2[nH]ncc2-c2csc(C)n2)c(O)c1
37	-1	-7%[57.1 µM]	-15%	-5%	-6%	-22%	20%	-15%	8%	O=C(c1ccc(OC2CCN(Cc3ccc(C(F)(F)F)cc3)CC2)cc1)N1CCCCC1
38	3	11%	2%	2%	-7%	11%[59 µM]	56%[activator]	3%	-1%	CCOc1ccc(S(=O)(=O)N(CC)CC(=O)NCc2cccnc2)cc1
39	2	-4%	0%	1%	-15%	-23%[59 µM]	28%	-3%	-2%	COc1ccc(-c2nnc(SCC(=O)NC3CC3)o2)cc1
40	2	.	39%[activator]	4%	?	?	66%[activator]	2%	-2%	c1ccc(CN2CCN(CCN3CCn4c3nc3ccccc34)CC2)cc1
41	-5	.	-13%	0%	-3%	.	24%	17%	-2%	CC(=O)NCCc1ccc(C(=O)COC(=O)c2ccco2)cc1
42	-1	-9%	0%	8%	-8%	-22%[59 µM]	14%	-10%	-1%	Cc1ccc(S(=O)(=O)c2cc3cc(C(=O)Nc4ccc(C)cc4C)ccc3oc2=O)cc1
43	6	-8%	?	-8%	-10%	?	30%	-2%	-12%	CN(C1CC(C)(C)N(O)C(C)(C)C1)S(=O)(=O)CC12CCC(CC1=O)C2(C)C (stereo unspecified)

Screening data from PubChem BioAssay.
